Assay outcomes from PubChem.
CHRM1 PAM: human CHRM1 positive allosteric modulation; CHO-K1 hM1, Fluo-8 calcium fluorescence, ACh EC20; 0% = ACh EC20, 100% = maximal ACh; activation, % at 3 µM; actives 0.088% (n = 360,000); AID 588819; in the data active = activation above about 19%, passing the limit was not always enough
M5 ag: agonists of human muscarinic M5 receptor (CHRM5). AID 624037. actives 0.19% (n = 360,000). activation, % at 3 µM. CHO-K1 hM5 cells, Fluo-8 calcium fluorescence; 0% DMSO wells, 100% maximal acetylcholine response;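 active = activation above the run's mean over test compounds plus 3 SD, cut at about 23% in these data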;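 also: signal is peak over basal fluorescence ratio across the kinetic read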
M1 ag: activates human CHRM1 receptor; P11229; CHO-K1 hM1, Fluo-8 calcium fluorescence, agonist mode; 0% DMSO, 100% acetylcholine EC100; activation, % at 3 µM; actives 0.33% (n = 360,000);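 active = activation above the run's mean compound activation plus 3 SD, cut at about 16% in these data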;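 also: peak over basal fluorescence ratio within a 140 s kinetic read after compound addition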
TAAR1 ag: human TAAR1 agonism; CHO RD-HGA16 TAAR1, Fluo-8 calcium fluorescence; vehicle wells 0%, saturating PEA agonist 100%; AID 624467; Q96RJ0; activation, % at 3 µM; actives 0.99% (n = 360,000);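 active = activation above the mean activation of all test compounds in the run plus 3 SD, cut at about 38% in these data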
Target sequence (Q96RJ0 whole entry, looked up): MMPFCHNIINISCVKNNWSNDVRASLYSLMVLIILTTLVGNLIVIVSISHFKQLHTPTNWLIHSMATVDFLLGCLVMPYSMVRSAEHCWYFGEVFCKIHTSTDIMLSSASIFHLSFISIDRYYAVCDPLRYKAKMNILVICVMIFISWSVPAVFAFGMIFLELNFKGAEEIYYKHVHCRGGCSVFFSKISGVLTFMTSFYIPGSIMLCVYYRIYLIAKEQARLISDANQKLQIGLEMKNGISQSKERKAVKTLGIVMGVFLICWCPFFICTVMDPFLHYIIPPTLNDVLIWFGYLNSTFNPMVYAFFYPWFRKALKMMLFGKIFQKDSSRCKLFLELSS
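Test system: RD-HGA16 (CHO) cells co-expressing Gα16 and hTAAR1; dosing: one-point dosing at 3 µM (nominal); timing: 17-24 h seeding, 75 min 37 °C dye, 30 min RT; signal: kinetic Fluo-8 calcium fluorescence; read-out basis: % activation relative to PEA EC100 response; controls: DMSO and PEA EC100; replicates: n 1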
M4 antag: CHRM4 antagonism in calcium assay | CHO-hM4 cells, ACh EC80, Fluo-8 calcium fluorescence | inhibition, % at 3 µM | actives 0.73% (n = 360,000) | AID 624125;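 active = inhibition above its plate's cutoff, the mean inhibition of sample wells plus 3 SD, cut at about 27% in these data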;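 also: 0% = acetylcholine EC80 with DMSO and 100% = DMSO without agonist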
Target sequence (P08173 whole entry, looked up): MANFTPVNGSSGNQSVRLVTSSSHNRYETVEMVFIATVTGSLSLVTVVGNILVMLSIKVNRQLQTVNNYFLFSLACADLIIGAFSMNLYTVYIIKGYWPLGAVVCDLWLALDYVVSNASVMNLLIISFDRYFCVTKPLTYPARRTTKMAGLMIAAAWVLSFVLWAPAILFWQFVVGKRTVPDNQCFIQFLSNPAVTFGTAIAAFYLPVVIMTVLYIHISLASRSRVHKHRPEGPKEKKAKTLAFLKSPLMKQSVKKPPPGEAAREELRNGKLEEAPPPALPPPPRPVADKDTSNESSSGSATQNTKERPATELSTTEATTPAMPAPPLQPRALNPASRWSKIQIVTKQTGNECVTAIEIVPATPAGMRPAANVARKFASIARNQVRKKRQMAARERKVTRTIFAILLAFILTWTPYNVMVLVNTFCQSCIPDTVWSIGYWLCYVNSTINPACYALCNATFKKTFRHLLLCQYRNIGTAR
CHRM1 antagonist: antagonists of human M1 muscarinic receptor; P11229; CHO-K1 hM1, Fluo-8 calcium fluorescence, ACh EC80 antagonist; inhibition, % at 3 µM; actives 1.3% (n = 360,000); AID 588852;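 active = percent inhibition above its own plate's cutoff, namely the mean of that plate's compound wells plus 3 SD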;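 also: peak over basal fluorescence ratio during 140 s after agonist addition; 0% = ACh EC80 plus DMSO and 100% = DMSO alone without agonist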
CHRM5 PAM: potentiates acetylcholine response at human M5 receptor | P08912 | CHO-K1 hM5, Fluo-8 calcium, ACh EC20 PAM; 0% = ACh EC20, 100% = ACh EC100 | activation, % at 3 µM | actives 0.3% (n = 360,000) | AID 624038;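 active = activation above the run cutoff, the mean activation of all test compounds plus 3 SD, cut at about 18% in these data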
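Assay system: CHO-K1 hM5 cells. Also added: acetylcholine at EC20 concentration, added after compound. Dosing: 3 µM, single dose. Times: compound preincubation 140 s before EC20 acetylcholine addition. Signal: Fluo-8 calcium fluorescence. Measure: % activation relative to EC20 and EC100 ACh responses. Repeats: singlicate, one well per test compound.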
M5 antag: CHRM5 antagonism in calcium assay. P08912. CHO-hM5 cells, Fluo-8 calcium fluorescence, ACh EC80. inhibition, % at 3 µM. actives 0.59% (n = 360,000);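 active = inhibition above a per-plate cutoff, the mean of that plate's test compounds plus 3 SD, cut at about 27% in these data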;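 also: 0% = acetylcholine EC80 with DMSO and 100% = DMSO without agonist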
CHRM4 agonist: CHRM4 agonism in calcium assay | actives 0.14% (n = 360,000) | CHO-K1 hM4/Gqi5, Fluo-8 calcium fluorescence; vehicle 0%, full acetylcholine response 100% | activation, % at 3 µM;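 active = activation above the run mean over all test wells plus 3 SD, cut at about 32% in these data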;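 also: peak over basal fluorescence ratio per well then scaled between controls; 0% = DMSO wells and 100% = acetylcholine at EC100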
An asterisk follows results filed as active; nt = no result given. A portion of the library (hit frequency here may not be typical).

Under each structure – CHRM4 agonist	CHRM1 PAM	M4 antag	CHRM5 PAM	M1 ag	M5 antag	CHRM1 antagonist	TAAR1 ag	M5 ag
[1] CC1CCCC(C)N1C(=O)COC(=O)c1n[nH]c(=O)c2ccccc12 (stereo unspecified)
    1	3	-11	-6	-3	14	1	0	2
[2] Cc1ccc(NC(=O)CSc2nc3sc(C)cc3c(=O)n2C)cc1
    2	17	-16	-3	-3	5	-4	2	-2
[3] CC(=O)c1ccc(NC(=O)CC23CC4CC(C2)CC(n2nnc(C)n2)(C4)C3)cc1
    3	2	5	-5	-4	10	-7	0	-1
[4] Cc1ccc(OCCn2cc(/C=N/NC(=O)c3ccncc3)c3ccccc32)cc1
    8	-1	-15	0	-3	0	3	10	2
[5] OCCC1CN(C2CCSCC2)CCN1C1CCCC1 (stereo unspecified)
    2	2	-11	6	-8	0	-1	2	-5
[6] Cc1ccc(-n2c(=O)cc(N3CCC(C)CC3)[nH]c2=O)cc1
    1	0	-2	-2	-4	3	1	4	0
[7] CCOc1cc(S(=O)(=O)NCc2ccccc2)ccc1F
    3	-3	8	-15	-3	3	-11	3	-6
[8] Cc1ccc(C)c(N2CCN(S(=O)(=O)c3ccc4c(c3)oc(=O)n4C)CC2)c1
    0	10	5	0	-2	-3	-5	13	0
[9] O=C(CNc1cccc(Cl)c1)c1ccc(Cl)cc1
    0	4	1	-3	-5	7	-2	11	-3
[10] CC(C)=CC(=O)OCC(=O)Nc1nc(C)c(Cl)cc1Cl
    -1	3	5	-2	-3	0	3	7	0
[11] O=C(CCCOc1ccccc1)Nc1ncccn1
    0	0	2	1	-3	-4	3	2	-1
[12] COC(=O)c1cn(NC(=O)c2ccc3c(c2)OCO3)c(=O)c2ccccc12
    2	10	5	-3	-1	6	-13	11	-6
[13] CC(C)NC(=O)c1cc(C2CCCCN2C(=O)c2cc(C(C)(C)C)nn2C)on1 (stereo unspecified)
    0	12	-10	-2	-6	-3	-13	2	0
[14] O=C1COc2ccc(C(=O)NCc3ccc4c(c3)OCO4)cc2N1
    1	5	7	-3	-3	-1	0	1	-1
[15] N#Cc1nnn(-c2ccc(Cl)cc2)c1N
    1	3	3	4	-2	7	0	nt	1
[16] COc1ccc(NC(=O)c2ccc(CN(c3cc(Cl)ccc3C)S(=O)(=O)c3ccccc3)cc2)cc1OC
    2	4	4	4	-2	3	-9	8	-1
[17] C=CCOc1ccc(/C=C2\C(=N)N3N=C(S(=O)(=O)CC)SC3=NC2=O)cc1OC
    0	5	-8	-3	-5	14	-7	5	-1
[18] CC(NC(=O)CCc1nnc(-c2ccc(-c3ccccc3)cc2)o1)c1nc2ccccc2[nH]1 (stereo unspecified)
    6	-4	5	-9	-4	10	14	15	-1
[19] CCOC(=S)SCC(=O)Nc1ncc(C)s1
    1	11	2	1	-1	7	-19	5	0
[20] CCN(C[C@H]1N[C@@](Cc2ccccc2)(C(=O)OC)[C@H]2C(=O)N(C)C(=O)[C@@H]12)S(=O)(=O)c1ccc(OC(F)(F)F)cc1
    17	-13	-5	-12	-2	6	18	12	2

From entry 11 to 13, as listed above:
Under each structure – CHRM4 agonist	CHRM1 PAM	M4 antag	CHRM5 PAM	M1 ag	M5 antag	CHRM1 antagonist	TAAR1 ag	M5 ag
[11] O=C(CCCOc1ccccc1)Nc1ncccn1
    0	0	2	1	-3	-4	3	2	-1
[12] COC(=O)c1cn(NC(=O)c2ccc3c(c2)OCO3)c(=O)c2ccccc12
    2	10	5	-3	-1	6	-13	11	-6
[13] CC(C)NC(=O)c1cc(C2CCCCN2C(=O)c2cc(C(C)(C)C)nn2C)on1 (stereo unspecified)
    0	12	-10	-2	-6	-3	-13	2	0

(list continues)
Under each structure – CHRM4 agonist	CHRM1 PAM	M4 antag	CHRM5 PAM	M1 ag	M5 antag	CHRM1 antagonist	TAAR1 ag	M5 ag
[21] Cc1c(NC(=O)COc2cccc(F)c2)c(=O)n(-c2ccccc2)n1C
    1	-6	20	2	-8	16	9	3	1
[22] Cc1cccc(C)c1Nc1nnc(SCC(=O)c2ccc(Br)s2)s1
    1	-24	0	-2	-7	-1	14	-1	-8
[23] CC12c3ccccc3C(c3ccccc31)C1C(=O)N(c3ccncc3)C(=O)C12 (stereo unspecified)
    1	8	-9	6	-2	-7	-7	5	-11
[24] Cc1ccc(NC(=O)c2ccc(OC(=S)N3CCOCC3)cc2)cc1
    1	10	-6	4	-2	-6	-11	9	-5
[25] NC(=O)c1nc(C(=O)N2CCCCC2)c2ccccc2n1
    1	4	-5	8	-4	11	-1	4	3
[26] CC(=O)Nc1nc2ccc(S(=O)(=O)N3CCCCC3)cc2s1
    2	17	-3	2	-1	-7	-19	2	0
[27] S=C(NCc1ccccc1)NCc1ccccc1Cl
    4	9	-9	7	-2	-12	-18	-1	-5
[28] Cc1onc(-c2cccc(Cl)c2Cl)c1C(=O)O/N=C(\N)c1ccc([N+](=O)[O-])o1
    1	-3	4	-4	-8	-2	4	0	-13
[29] O=C(NC1CCCCC1)C(c1ccncc1)N(C(=O)c1ccco1)c1ccc(F)cc1 (stereo unspecified)
    1	4	-1	-1	-2	11	-2	-1	-3
[30] O=C(NCN1CCN(c2ccccn2)CC1)c1cnccn1
    1	6	5	4	-3	-1	0	10	0
[31] COc1ccc(OCCCC(=O)Nc2cc(S(=O)(=O)N3CCCCC3)ccc2OC)cc1
    1	8	-12	11	-3	-4	-10	0	0
[32] CC(C)Cc1cc(CN2CCCC(CO)(Cc3cccc(Cl)c3)C2)[nH]n1 (stereo unspecified)
    6	0	-9	0	-5	7	2	8	-6
[33] CN(C)C(=O)c1cccc(-c2cnc3c(NC=O)cc(-c4ccccc4F)cn23)c1
    12	-3	-20	-8	-4	-15	1	6	1
[34] COc1ccccc1NS(=O)(=O)c1ccc(C)c(C(=O)NCC(c2ccco2)N(C)C)c1 (stereo unspecified)
    0	3	-2	-1	-8	7	-7	2	0
[35] CC1(C)Cc2c(cnn2-c2ccc(F)cc2)C(NC(=O)Cn2cncn2)C1 (stereo unspecified)
    1	12	1	-2	-3	9	-13	1	-3
[36] CC(C)[C@H](NC(=O)[C@H](Cc1ccccc1)n1c(=O)[nH]c2ccccc2c1=O)C(=O)N1CCC[C@@H]1C(=O)O
    2	9	-23	-3	-1	4	-13	1	3
[37] Cc1cc(C)cc(-n2c(C)nc3cc(C(=O)O)ccc32)c1
    0	2	3	-6	-1	7	-3	6	9
[38] CC1(NC(=O)CC(c2ccccc2)(c2ccccc2)c2ccccc2)CCN(Cc2ccc(-c3ccccc3)cc2)C1=O (stereo unspecified)
    2	2	-2	-3	-5	4	-1	8	1
[39] O=C(NCCC(=O)N1CCN(c2ncccn2)CC1)c1ccccc1
    1	8	-5	0	-3	-3	9	10	-2
[40] COc1ccc(/C=N/NC(=O)COc2ccccc2-c2ccccc2)cc1
    0	-4	-7	-1	-3	-10	-15	3	-3
[41] c1ccc(Cn2nnnc2CN2CCCC2)cc1
    -1	3	-5	1	-4	-1	-1	8	1
[42] COC(=O)C1=C(C(=O)c2ccc(C)cc2)C(c2ccc(O)c(OC)c2)n2nnnc2N1 (stereo unspecified)
    1	6	4	-8	-1	7	-19	1	-1
[43] Clc1cccc(-c2ccc(CNCc3ccccn3)o2)c1
    4	6	-8	4	-7	3	-5	0	1
[44] COCCNC(=O)c1cccc(OC2CCN(Cc3ccc(C(C)C)cc3)CC2)c1
    3	-11	20	-33	-8	12	11	3	-20
[45] Cc1ccc2c(C)[nH]c(=O)cc2c1
    1	14	6	4	-4	-7	-18	-1	-4
[46] Cc1ccc(-n2ncc3c(NNC(=O)c4cccs4)ncnc32)cc1
    1	-7	2	5	-1	9	17	8	1
[47] CC(C)(C)NC(=S)N/N=C/c1cccnc1
    2	-5	1	-5	-7	6	9	0	-4
[48] COc1ccc(NC(=O)CN(C)C(=O)CNC(=O)c2sc3ccccc3c2Cl)cc1
    1	0	0	6	-4	5	10	6	-1
[49] CCN(CC)c1ccc(NC(=O)Nc2ccccc2C(F)(F)F)cc1
    0	2	4	7	-4	8	-5	-1	-3
[50] CC(C)N(Cc1ccccc1)C(=O)COC(=O)c1ccc(S(=O)(=O)N2CCOCC2)cc1
    2	6	-4	-11	-1	17	-14	4	2
[51] O=C(Nc1cccc(Br)c1)Oc1cccc2cccnc12
    14	-23	17	-21	0	34*	43*	9	9
[52] c1ccc(N2CCN(c3nc(-c4cccs4)nc4ccccc34)CC2)cc1
    1	-2	0	3	-7	-20	2	7	2
[53] CCOC(=O)/C(=C\c1ccc(OC(F)F)cc1)C1=Nn2c(nnc2-c2ccc(Cl)cc2)SC1
    1	1	4	6	-5	4	3	nt	0
[54] CSCCC(NC(N)=O)C(=O)NCC1CCCCC1 (stereo unspecified)
    1	9	3	1	-4	-1	-9	3	-3
[55] CC(C)(C)NC(=O)CN(C(=O)CS(=O)CC(=O)Nc1ccc(F)cc1)c1ccc(F)c(Cl)c1 (stereo unspecified)
    1	7	-3	0	-1	5	-10	10	1
[56] O=C(CCN1C(=O)c2ccccc2S1(=O)=O)N1CCN(c2cccc(Cl)c2)CC1
    13	-8	3	-5	1	9	16	7	2
[57] CCOc1ccc(C(=O)Nc2nncs2)cc1OCC
    2	3	-1	-2	-4	0	-4	4	2
[58] CC(=O)NNc1nc(-c2ccccc2)cs1
    1	4	3	2	-5	-9	3	0	1
[59] O=C(NC1CCCCC1)C(Cc1ccccc1)NS(=O)(=O)c1cccs1 (stereo unspecified)
    -1	4	-9	4	-4	-5	-24	4	1
[60] Cc1ccccc1C(=O)c1cccn1CC(=O)NC(C)c1ccccc1 (stereo unspecified)
    1	8	-5	4	-4	-11	-19	1	-6
